Source: PubChem BioAssay
MmCpn inh – Inhibitors of TCP-1 ring complex (TRiC) of Methanococcus maripaludis (MmCpn): qHTS. purified Mm-Cpn ATPase, ADP Transcreener TR-FRET. Potency, µM (top dose mostly 76.9 µM), for inactives: top-dose activity, negative = inhibition, usual class: inhibitors. actives 0.031% (n = 330,000); further: potency means the concentration at half of the fitted maximal effect; on the % scale 0 is the no-effect control and ±100 the full control effect; nearly all actives have a fitted effect of over 80% in size
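Measured: ADP formation by purified Mm-CPN. Conditions: 25 nM protein, 10 uM ATP, Tris pH 7.4 with Mg2+, K+ and DTT, 37°C for 30 min. Detection: Transcreener HTRF after 30 min at room temperature.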
EPAC2 antag – qHTS for Antagonist of cAMP-regulated guanine nucleotide exchange factor 2 (EPAC2): primary screen. EPAC2 GEF exchange of Rap1B-BODIPY-GDP, fluorescence. Potency, µM (top dose mostly 114 µM), for inactives: at the top dose activity, negative = inhibition, hits mostly inhibitors. actives 0.18% (n = 360,000). AID 720708, 2013; further: potency means the concentration at half of the fitted maximal effect; on the % scale 0 is the no-effect control and ±100 the full control effect; nearly all actives have a fitted effect of over 45% in size; many of its hits are not listed in these tables
Target sequence (Q8WZA2 whole entry, looked up): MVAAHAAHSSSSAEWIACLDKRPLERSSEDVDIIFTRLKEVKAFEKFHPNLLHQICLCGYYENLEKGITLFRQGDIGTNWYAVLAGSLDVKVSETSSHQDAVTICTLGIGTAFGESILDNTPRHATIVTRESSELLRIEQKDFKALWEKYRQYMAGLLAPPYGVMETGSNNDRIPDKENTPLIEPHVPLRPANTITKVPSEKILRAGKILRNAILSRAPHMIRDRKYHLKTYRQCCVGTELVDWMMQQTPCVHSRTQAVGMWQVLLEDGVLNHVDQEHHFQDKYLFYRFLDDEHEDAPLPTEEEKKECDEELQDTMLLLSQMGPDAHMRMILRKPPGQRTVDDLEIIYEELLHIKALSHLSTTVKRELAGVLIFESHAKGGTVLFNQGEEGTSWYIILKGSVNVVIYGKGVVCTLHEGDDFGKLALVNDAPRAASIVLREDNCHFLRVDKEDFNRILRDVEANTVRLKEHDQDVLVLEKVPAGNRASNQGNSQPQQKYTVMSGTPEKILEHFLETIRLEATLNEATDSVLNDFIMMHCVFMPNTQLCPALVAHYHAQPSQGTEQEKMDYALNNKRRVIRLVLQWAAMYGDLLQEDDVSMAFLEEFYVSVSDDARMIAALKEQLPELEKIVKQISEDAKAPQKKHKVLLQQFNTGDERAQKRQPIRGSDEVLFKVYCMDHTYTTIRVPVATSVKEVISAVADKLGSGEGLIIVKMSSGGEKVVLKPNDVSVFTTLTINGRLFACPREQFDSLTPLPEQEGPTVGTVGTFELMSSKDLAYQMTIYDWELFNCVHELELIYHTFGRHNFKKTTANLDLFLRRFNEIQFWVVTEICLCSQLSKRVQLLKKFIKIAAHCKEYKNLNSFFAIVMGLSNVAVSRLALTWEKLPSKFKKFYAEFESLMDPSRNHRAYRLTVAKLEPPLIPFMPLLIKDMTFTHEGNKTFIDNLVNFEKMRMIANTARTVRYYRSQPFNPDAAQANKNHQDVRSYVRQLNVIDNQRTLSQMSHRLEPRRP
Nrf2 ARE act – qHTS of Nrf2 Activators | AREc32 ARE-luciferase reporter (MCF7-derived line), luminescence, 24 h | actives 0.31% (n = 410,000) | Potency, µM (titrated, usually from 46.1 µM), for inactives: at the highest dose activation, actives largely listed as activators; further: potency means the concentration at half of the fitted maximal effect; % of control where 0% means no effect; nearly all actives have a fitted effect of over 65% in size
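AREc32 cells carrying an ARE-driven firefly luciferase reporter were seeded at 1000 cells/well in OPTI-MEM with 5% FBS, then exposed to compound for 24 hr at 37 deg C. Luminescence was read with Steady-Glo after 30 min at RT.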
TGFb SMAD3 inh – qHTS for Inhibitors of TGF-b; AID 588855, 2011; actives 1.2% (n = 410,000); HepG2 CAGA-GFP TGF-b/SMAD3 reporter, GFP fluorescence, 18 h; TGF-beta stimulated, 500 pg/mL final; Potency, µM (doses to about 46.1 µM), for the others: at the highest dose activity, negative = inhibition, usual class: inhibitors; further: potency means the concentration at half of the fitted maximal effect; on the % scale 0 is the no-effect control and ±100 the full control effect; nearly all actives have a fitted effect of over 65% in size
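HEPG2 CAGA-GFP cells (1000/well, DMEM with 1% FBS) were pre-incubated 2 h at 37 degrees C, given compound by pin tool, then stimulated with TGF-beta at 500 pg/mL final for 18 h before per-cell GFP fluorescence imaging.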
EPAC2 ag – qHTS for Agonist of cAMP-regulated guanine nucleotide exchange factor 4 (EPAC2): primary screen; Potency, µM (highest dose often 154 µM), inactives show at the highest dose activation, hits mostly activators; actives 0.079% (n = 360,000); EPAC2 activation, biochemical qHTS; response scale: 100% = 6.5 mM cAMP response; further: potency means the concentration at half of the fitted maximal effect; nearly all actives have a fitted effect of over 50% in size
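Compounds were added across a concentration range to EPAC2 (100 nM), RAP1B-BODIPY-GDP (250 nM) and GDP (50 uM). After 5 min at room temperature, fluorescence was recorded at 5-min intervals for 30 min.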
CCT modulator – High-Throughput Screening for Modulators of Cytosolic Chaperonin Activity; purified chaperonin ATPase assay, HTRF ADP detection, 30 min; activity change, % (no concentration beside the values), hits read low; actives 0.3% (n = 360,000); in the data active means activity change below about -30%; further: on the % scale 0 is the no-effect control and ±100 the full control effect
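Enzyme 40 or 20 nM (batch-dependent) in Tris pH 7.4/KCl/MgCl2/DTT; cpd 76 uM single point; ATP 10 uM; 30 min 37 °C; Transcreener ADP HTRF detection, 30 min RT; ratio 665/615.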
A549 viability – Nrf2 qHTS screen for inhibitors: counterscreen for cytotoxicity; actives 0.16% (n = 390,000); AID 504648, 2011; Potency, µM (doses to about 46 µM), inactives show top-dose activity change, negative = cytotoxicity, most hits filed as inhibitors; A549 ARE-Fluc cells, CellTiter-Fluor viability, 18-24 h; further: potency means the concentration at half of the fitted maximal effect; on the % scale 0 is the no-effect control and ±100 the full control effect
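A549 ARE_Fluc cells in 5% FBS OPTI-MEM were exposed to compounds in concentration-response for 18-24 h at 37 deg C. Viability was read by CellTiter-Fluor fluorescence (Ex 405/Em 525) after 30 min, before the luciferase read.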
Akt phos inh – HTS Assay for Inhibitors of Akt Phophorylation: Primary Screen; actives 0.32% (n = 360,000); activity change, % for hits at 50 µM; Neuro2A IGF-stimulated pAkt S473 HTRF, 20 min; active compounds read low; in the data active means activity change below about -80%; inconclusive means mostly about -51% to -80%; further: on the % scale 0 is the no-effect control and ±100 the full control effect
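Neuro2A cells in DMEM with 0.5% FBS, overnight at 37 deg C, given compound at single 50 µM final, then IGF (6 nM final) for 20 min at 37 deg C. Lysed; phospho-Akt Ser473 by HTRF after 24 h, 665/615 ratio.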
Nrf2 inh – Nrf2 qHTS screen for inhibitors | A549 ARE-Fluc reporter, luciferase luminescence, 18-24 h | Potency, µM (top dose mostly 46 µM), for inactives: top-dose activity change, negative = inhibition, actives largely listed as inhibitors | actives 2.1% (n = 360,000) | AID 504444, 2011; further: potency means the concentration at half of the fitted maximal effect; on the % scale 0 is the no-effect control and ±100 the full control effect; nearly all actives have a fitted effect of over 60% in size
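Cells were seeded and rested 2 h, then exposed to compounds for 18-24 h. CellTiter-Fluor was read first as a viability measure. BugLite was added 15 min before the final luminescent read of ARE-luciferase activity in A549 cells.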
The depositor's hits bear a star; i = inactive; ? = inconclusive; nt = not tested or not shown; & = joins results of further samples; [ ] = another dose, or the depositor's remark. Unless noted, the call rests on the fitted dose curve; in most records, active means well fitted curve in the direction sought with a large enough effect; inconclusive means small, poorly fitted or top-dose-only effect, or another doubt; inactive means no such curve, though single readings can be large; an effect the other way counts as inactive or inconclusive. Only part of the results is shown (hit frequency here may not be typical).

SMILES	MmCpn inh	EPAC2 antag	Nrf2 ARE act	TGFb SMAD3 inh	EPAC2 ag	CCT modulator	A549 viability	Akt phos inh	Nrf2 inh
Cc1cc2n(n1)C(c1cn(-c3ccccc3)nc1C)Nc1c(C)cccc1-2 (configuration not stated)	-2%	-14%	-0.3%	0%	17%	-1.4	?	nt	?
CCc1nc2ccc(C(=O)N3CCN(S(=O)(=O)CC)CC3)cn2c1N(CCC(C)C)CCN(C)C	nt	?	0.3%[9.22 µM]	4%	1%	0.7	nt	i	nt
Cn1c(=O)c([N+](=O)[O-])c(N2CCSCC2)c2ccccc21	0%	-2%	0.4%	-3%	-4%	0.0	-12%	i	-16%
COc1cccc(NC(=O)NNC(=O)C(C)Oc2ccc3ccccc3c2)c1 (configuration not stated)	3%	-7%	0.2%	-11%	4%	-2.2	9%	i	16%
O=Cc1ccc(N2CCCC2)c([N+](=O)[O-])c1	0%	-2%	-0.4%	?	-3%	1.0	1%	i	?
COc1nc(-c2ccccc2)nc(C)c1CC(=O)O	2%	7%	0.4%	2%	10%	-5.5	2%	i	-8%
N#CCC(=O)Nc1ccc(C(=O)Nc2ccc3c(c2)OCO3)cc1	-1%	0%	-0.5%	6%	11%	-1.4	3%	i	17%
N#Cc1ccccc1Cn1c(-c2cscn2)nc2ccccc21	-2%	15%	0.3%	?	-4%	1.6	-15%	i	-28%
Cn1c(=O)c(C(=O)Nc2ccccc2S(N)(=O)=O)c(O)c2ccccc21	0%	-10%	4.9%	0%	2%	-0.6	-12%	i	27%
O=C(OC1CC2CC1[C@H]1CCCCN1C2=O)N1CCN(C(=O)c2ccccc2)CC1 (some centres not stated)	nt	6%	-0.2%	nt	-4%	-2.2	nt	i	nt
COc1cc(CNCCO)ccc1OCC(=O)Nc1ccc(Br)cc1	1%	8%	0.0%	42%[activator]	5%	0.0	8%	i	16%
CN(C)S(=O)(=O)c1cc(NC(=O)COC(=O)c2nc(Cl)ccc2Cl)ccc1Cl	-7%	-6%	3.5%	-10%	14%	-2.2	2%	i	-5%
O=C1CN(C(=O)Nc2ccccc2Cl)C(c2ccccc2)c2c(sc3c2CCCC3)N1 (configuration not stated)	nt	nt	0.0%	-11%	nt	nt	6%	nt	?
CC1(C)CC2CC(C)(CN2S(=O)(=O)c2ccc(F)cc2F)C1 (configuration not stated)	2%	-18%	-2.6%	-24%	11%	4.6	-1%	i	-14%
COc1cc(N2CCCC2)c(OC)cc1/C=C(/C#N)c1ccc(Br)cc1	0%	15%	-0.4%	80%[activator]	15%	4.4	nt	i	?
O=C(Nc1cccc(C(F)(F)F)c1)Nc1ccc2[nH]c(=O)[nH]c2c1	-1%	-13%	0.3%	-7%	3%	-0.7	-7%	i	-4%
O=C(CN(Cc1ccccc1)S(=O)(=O)c1ccccc1)NC1CC1	0%	15%	0.4%	2%	7%	1.6	0%	i	5%
Cc1ccccc1CN1C(=O)C(C)S/C1=N/N=C/c1ccco1 (configuration not stated)	3%	-17%	18%	?	16%	0.4	-1%	i	-8%
Cc1ccc2c(c1)C(=O)OC(C(=O)Nc1ccc(C(=O)O)cc1)C2 (configuration not stated)	nt	nt	0.1%	12%	nt	nt	-2%	nt	-4%
CCCc1cc(Nc2cccc(OC)c2)n2ncnc2n1	0%	1%	2.4%	19%	12%	-0.2	3%	i	-7%

Sorted by count of non-hydrogen atoms (rising): some entries from above
SMILES	MmCpn inh	EPAC2 antag	Nrf2 ARE act	TGFb SMAD3 inh	EPAC2 ag	CCT modulator	A549 viability	Akt phos inh	Nrf2 inh
CCCc1cc(Nc2cccc(OC)c2)n2ncnc2n1	0%	1%	2.4%	19%	12%	-0.2	3%	i	-7%
O=C(CN(Cc1ccccc1)S(=O)(=O)c1ccccc1)NC1CC1	0%	15%	0.4%	2%	7%	1.6	0%	i	5%
COc1cc(CNCCO)ccc1OCC(=O)Nc1ccc(Br)cc1	1%	8%	0.0%	42%[activator]	5%	0.0	8%	i	16%

More compounds.
SMILES	MmCpn inh	EPAC2 antag	Nrf2 ARE act	TGFb SMAD3 inh	EPAC2 ag	CCT modulator	A549 viability	Akt phos inh	Nrf2 inh
COC(=O)c1c(SCC(=O)Nc2cccc(C(F)(F)F)c2)[nH]c2ccccc2c1=O	nt	nt	-0.6%	-10%	nt	nt	?	nt	?
CCCn1c2ccccc2c2cnn(CC(=O)N(C)c3ccc(F)cc3)c(=O)c21	nt	nt	-0.5%	7%	nt	nt	4%	nt	11%
CCOC(=O)C1=C(COC(=O)c2ncc(Cl)c(Cl)c2Cl)NC(=O)NC1C (configuration not stated)	0%	-2%	10%	-11%	3%	-0.5	-4%	i	11%
COc1cc(/C=N/Nc2nc3ccccc3s2)ccc1O	-14%	15%	?	-15%	0%	-0.9	-2%	i	-2%
COc1ccc(S(=O)(=O)N2CCC(C(=O)N3CCOCC3)CC2)cc1Cl	2%	10%	2.4%	-8%	6%	-6.0	1%	i	0%
COc1cc(-c2cc3nc4ccccc4n3c(N)c2C#N)cc(OC)c1OC	-1%	-20%	-0.2%	-4%	8%	-1.2	1%	i	-10%
CC(C)=C(NC(=O)c1ccccc1)C(=O)Nc1cccc(C)c1	-5%	0%	-0.3%	0%	-6%	-0.7	0%	i	-10%
Cc1nn(C(=O)N2CCOCC2)c(C)c1C	2%	4%	0.2%	-1%	2%	0.2	-8%	i	7%
O=C(O)CSc1c2c(nc3cc(C(=O)N4CCOCC4)ccc13)CCCC2	-7%	5%	-0.7%	-7%	7%	-0.7	3%	i	16%
c1cc(C(c2nnnn2C2CCCC2)N2CCOCC2)ccn1 (configuration not stated)	2%	1%	-0.4%	-3%	12%	-4.1	-5%	i	-13%
CCOc1ccccc1Nc1nc2ccccc2nc1NS(=O)(=O)c1ccc(Cl)cc1	nt	nt	-0.3%	-14%	nt	nt	4%	nt	?
COc1ccc(NC(=O)C(Br)C(C)C)cc1 (configuration not stated)	0%	2%	2.5%	-2%	-3%	-0.4	1%	i	0%
COc1ccc(NC(=O)COC(=O)c2cccc(S(=O)(=O)N(C)C)c2)cc1	1%	-6%	-0.3%	17%	3%	0.8	3%	i	-1%
COc1ccc(-c2nn(-c3ccccc3)cc2C(=O)NC(=S)Nc2cc(Cl)ccc2Cl)cc1	1%	6%	0.2%	-3%	19%	-3.3	1%	i	-22%
CCOC(=O)c1sc(N(Cc2ccccc2)C(=O)CN2C(=O)CN(C)C2=O)nc1C	-1%	-1%	2.0%	?	-26%	-2.6	-4%	i	20%
COc1ccc(-c2nc(CS(=O)CC(=O)NC3CCCCCC3)c(C)o2)cc1 (configuration not stated)	0%	7%	1.8%	-21%	8%	-0.2	-14%	i	-7%
CN(Cc1ccco1)c1ncnc2ccc(-c3ccc4c(c3)OCO4)cc12	1%&-1%	?	-2.3%	-5%	12%	nt	17%&7%	nt	-14%&4%
Cc1ccc(NC(=O)C(C)C(=O)Nc2ccc(C)cc2)cc1	-4%	0%	-0.2%	-2%	1%	-1.4	1%	i	-7%
COc1cccc(C=NNc2ccc([N+](=O)[O-])cn2)c1OC	nt	-5%	23%	16%	5%	-1.6	-3%	i	?
COc1ccc(C(CNC(=O)c2ccc(-c3ccccc3Cl)o2)N2CCCC2)cc1 (configuration not stated)	nt	-20%	0.4%	?	9%	1.6	nt	i	nt
O=S(=O)(N/N=C/c1ccccc1F)c1ccccc1	3%	2%	-0.5%	-11%	6%	-1.3	-4%	i	0%
COc1ccc(-c2nn(-c3ccccc3)cc2/C=C/C(=O)OCC(=O)Nc2ccccc2C#N)cc1	-3%	-3%	0.0%	-19%	15%	-12	7%	i	?
Cc1cc(NC(=O)c2ccc(C)c([N+](=O)[O-])c2)no1	0%	10%	4.4%	0%	-1%	1.4	-3%	i	2%
CCCCN(C(=O)CSCc1c(C)noc1C)c1c(N)n(CCC)c(=O)[nH]c1=O	1%	-4%	0.0%	-1%	-4%	0.5	0%	i	-12%
Cc1cc(NC(=O)c2cccc(C)c2[N+](=O)[O-])no1	0%	-1%	0.9%	1%	5%	-1.9	-10%	i	26%
COc1cccc(NC(=S)N2CCN(S(=O)(=O)c3ccccc3)CC2)c1	-11%	3%	0.3%	0%	9%	1.5	0%	i	-23%
CC(C)Cn1c(Br)nc2c1c(=O)n(CCC#N)c(=O)n2C	-1%	-2%	0.5%	-50%	12%	-2.1	-10%	i	nt
COc1ccc(Cn2c(C(=O)O)c(CNC3CCCCCC3)c3ccc(OC)cc32)cc1	nt	nt	5.0%	?	nt	nt	-21%	nt	6%
CCN(CC)S(=O)(=O)c1cccc(NC2=NCCCCC2)c1	1%	9%	-0.5%	-1%	2%	-5.5	7%	i	-9%
CCOc1ccc2nc(N3CCCC(C(=O)Nc4cc(C)ccc4C)C3)sc2c1 (configuration not stated)	nt	nt	-0.1%	29%	nt	nt	13%	nt	?
COc1cc(N=Cc2c(O)[nH]c3ccccc23)cc(OC)c1OC	-5%	-2%	9.8%	?	2%	-0.4	?	i	?
COc1ccc(OC)c(C(=O)N(C)C2CCCN(Cc3ccccc3F)C2)c1 (configuration not stated)	1%	1%	-1.8%	-8%	-2%	-1.1	-8%	i	3%
CC(O)CNCCNCc1c(OCc2ccccc2)ccc2ccccc12 (configuration not stated)	3%	7%	13%	11µM*	3%	-0.2	-7%	i	?
CCCCN1C2=C(C(=O)CCC2)C(c2ccc(Cl)c(Cl)c2)C2=C1c1ccccc1C2=O (configuration not stated)	2%	0%	0.3%	4%	-11%	-3.2	-12%	i	-28%
COc1cc2c(cc1OC)CN(C(=O)Nc1ccccc1)CC2	-2%	-4%	-0.2%&-3.0%	15%	0%	-0.2	-1%&3%	i	-12%&-12%
